Compound activity from PubChem.
NOD2 RIPK2 PPI: NOD2-RIPK2 binding disruptors in cells, primary screen, fluorescence, CHO cells, BLA complementation; Receptor-interacting serine/threonine-protein kinase 2 (Homo sapiens), O43353; CCF4 ratio; inhibition, % at 4.98 µM; 360,000 tested, 0.38% active; AID 624267, 2012; in the data active = inhibition above about 21%;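 also: 0% = vehicle only and 100% = reference blocker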
Target sequence (O43353 whole entry, looked up): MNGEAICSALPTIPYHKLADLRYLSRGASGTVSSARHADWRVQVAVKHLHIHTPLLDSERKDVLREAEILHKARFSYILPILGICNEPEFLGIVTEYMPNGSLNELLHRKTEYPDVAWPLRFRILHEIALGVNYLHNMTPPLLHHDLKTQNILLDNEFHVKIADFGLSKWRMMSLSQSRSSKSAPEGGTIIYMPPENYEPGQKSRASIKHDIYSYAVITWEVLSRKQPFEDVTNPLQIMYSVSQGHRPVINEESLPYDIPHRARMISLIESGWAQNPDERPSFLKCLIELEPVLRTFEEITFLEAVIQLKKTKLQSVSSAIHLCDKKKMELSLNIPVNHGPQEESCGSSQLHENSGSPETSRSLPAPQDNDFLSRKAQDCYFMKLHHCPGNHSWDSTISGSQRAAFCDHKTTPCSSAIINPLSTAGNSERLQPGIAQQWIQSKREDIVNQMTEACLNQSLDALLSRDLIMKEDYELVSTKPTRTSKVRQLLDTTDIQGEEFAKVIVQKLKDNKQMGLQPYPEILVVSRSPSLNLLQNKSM
MC4R antagonist: MC4R antagonists of cAMP signaling, primary screen, cell-based, TR-FRET, antagonist arm of biased-ligand search | MC4R-expressing cells, MTII-stimulated cAMP, LANCE TR-FRET | 360,000 tested, 0.48% active | AID 540295, 2011 | Melanocortin receptor 4 (Homo sapiens), P32245 | inhibition, % at 6.5 µM;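 active = inhibition above its plate's cutoff, the mean of tested wells on that plate plus 3 SD, cut at about 29% in these data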;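 also: 0% = Melanotan II alone and 100% = Melanotan II plus saturating MCL0020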
Target sequence (P32245 whole entry, looked up): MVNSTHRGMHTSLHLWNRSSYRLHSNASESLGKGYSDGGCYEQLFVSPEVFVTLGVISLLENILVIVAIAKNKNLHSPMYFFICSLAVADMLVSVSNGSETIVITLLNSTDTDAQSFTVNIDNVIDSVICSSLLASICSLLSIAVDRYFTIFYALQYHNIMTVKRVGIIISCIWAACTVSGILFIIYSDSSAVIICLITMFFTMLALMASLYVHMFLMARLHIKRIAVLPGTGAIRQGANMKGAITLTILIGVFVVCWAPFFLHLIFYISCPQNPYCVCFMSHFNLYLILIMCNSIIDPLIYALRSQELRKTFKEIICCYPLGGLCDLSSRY
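Material: human MC4R-expressing U2OS cells. Probe or stimulus: Melanotan II challenge. Dosing: 6.5 µM single dose. Times: 30-min compound, 1-h challenge, 1-h detection, room temperature. Technique: TR-FRET with Eu-cAMP and labeled anti-cAMP, 671 nm. Replication: singlicate.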
ABHD5 PLIN5 PPI: ABHD5-PLIN5 interaction inhibitors, primary screen, cell lysate, split luciferase complementation, luminescence. Split G. princeps luciferase complementation, 4 h. inhibition, % at 4 µM. 360,000 tested, 0.78% active. AID 602281, 2012;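 active = inhibition above the mean inhibition across every tested compound plus 3 SD, cut at about 22% in these data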;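 also: 0% = DMSO only wells and the 100% control is not disclosed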
aDG glyco up: activators of alpha-DG glycosylation, primary screen, uHTS, Pro5-aDG cells, AlphaScreen; activation, % at 10 µM; 360,000 tested, 0.22% active; alpha-DG glycosylation AlphaScreen (IIH6); 0% Pro5, 100% B10-LARGE cell signal;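 active = activation of at least 8% versus controls, or a plate z-score of at least 8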;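 also: Pro5 are CHO cells carrying HIG-tagged alpha-DG that lacks glycosylation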
MC4R ag barr: MC4R agonists recruiting beta-arrestin, primary screen, cell-based, luminescence, agonist arm of biased-ligand search; Melanocortin receptor 4 (Homo sapiens), P32245; U2OS MC4R beta-arrestin complementation; percent of melanotan II response, DMSO zero; activation, % at 8.9 µM; 360,000 tested, 0.98% active; AID 540308, 2011;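 active = activation above a per-plate cutoff, the mean activation of sample wells on that plate plus 3 SD, cut at about 8% in these data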
ABCB6 inh 2: ABCB6 transporter inhibitors, primary screen, K562-ABCB6 cells, flow cytometry, MLPCN library; ATP-binding cassette sub-family B member 6 (Homo sapiens), Q9NP58; K562-ABCB6 porphyrin accumulation, 1 h; active compounds read low; fluorescence ratio to DMSO, % at 10 µM; 360,000 tested, 0.19% active; AID 602162, 2011;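 active = fluorescence ratio to DMSO below 75%, the collection mean minus 3 SD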;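 also: signal is porphyrin accumulated inside mitochondria; 100% equals median channel fluorescence of DMSO control wells; lower ratio means ABCB6 inhibition with less porphyrin fluorescence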
TLR9-MyD88 block: inhibitors of TLR9-MyD88 association in cells, primary screen, cell-based, CHO, BLA complementation, fluorescence; inhibition, % at 4.98 µM; 340,000 tested, 0.21% active; Toll-like receptor 9 (Homo sapiens) + Myeloid differentiation primary response protein …; CCF4 FRET ratio;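 active = inhibition above the mean over all tested compounds plus 3 SD, cut at about 21% in these data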;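 also: 0% = DMSO only wells and 100% = clavulanate BLA inhibitor control wells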
Granule exo inh: LAMP-1 surface exposure blockers, TALL-104 cells – cell-based, flow cytometry, MLPCN library, primary screen; TALL-104 LAMP-1 surface exposure; cells stimulated with thapsigargin and PMA; inhibition, % at 10 µM; 360,000 tested, 0.66% active; AID 651702, 2012;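 active = inhibition above about 55%, limit read from the data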
N-glyco inh: increase of ERlucT glycosylation luciferase signal, primary screen, N-linked glycosylation inhibitor project, D54 ERlucT cells, luminescence, set 2 | D54 ERlucT glycosylation luciferase reporter, 24 h; percent of 100 nM tunicamycin response | reporter increase, % at 12.5 µM | 360,000 tested, 0.23% active;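 active = mean luciferase reporter signal, scaled so untreated is 0 and the glycosylation-blocking control 100, at or above a set limit in every replicate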;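 also: luciferase carries N-glycosylation sites so blocking glycosylation raises the light; 0% = median of neutral control wells and 100% = median of 100 nM tunicamycin wells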
Vif imaging: HIV Vif self-association inhibitors, primary screen, imaging, HEK293T, single point. inhibition, % at 7.49 µM. HEK293T cells, Vif self-association by quenched fluorescence, 24 h. 340,000 tested, 0.35% active; in the data active = inhibition above about 50%, passing the limit was not always enough; also: some results filed as inactive read as strong as hits
* marks the source's active call; other numbers are inactive results; nt = no result given. Some of the compounds tested, so the mix of outcomes need not match the whole.

MC4R antagonist,MC4R ag barr,ABHD5 PLIN5 PPI,NOD2 RIPK2 PPI,TLR9-MyD88 block,aDG glyco up,Granule exo inh,N-glyco inh,Vif imaging,ABCB6 inh 2,canonical_smiles
0,-1.2,-2,-12,-8,0.5,-4,-1,-11,96,O=C(NC1CCN(Cc2ccccc2)CC1)C1CCCN(S(=O)(=O)c2cccc3nonc23)C1 (configuration not stated)
12,2.1,3,-13,9,0.2,0,0,-10,100,CCc1ccc(NC(=O)CN(CC(=O)Nc2ccc(CC)cc2)CC(C)O)cc1 (configuration not stated)
-4,1.4,-4,-4,-8,0.3,-4,0,1,103,COC(=O)c1cc(OC)c(OC)cc1NC(=O)CCCCCN1C(=O)CCC1=O
3,-0.8,4,11,-6,0.6,11,-2,-3,96,O=C(COC(=O)Cc1ccc(Cl)cc1)NC1CCCC1
0,-2.5,0,3,-7,-0.2,-12,2,5,97,C/C(=N\NC(=O)C1CC1)c1ccc(C)c(C)c1
9,-1.6,3,-4,4,0.0,-1,0,-6,101,O=C(C(c1ccccc1)c1ccccc1)N(Cc1ccco1)C1CCS(=O)(=O)C1 (configuration not stated)
-8,-2.5,0,2,-15,-0.1,1,0,5,97,O=C(COC(=O)C1CCCCC1)Nc1ccccc1OC(F)F
3,0.9,8,-9,-1,-0.1,3,1,6,100,Cc1ccccc1OCC(=O)NCC(=O)N/N=C/c1ccc(Br)o1
14,-1.5,-1,-8,-4,-0.2,-1,-2,3,100,CN(C)CCOC(=O)c1cccc(Br)c1
2,-2.3,2,-6,5,-0.4,-2,1,nt,96,C=CCNC(=S)/N=c1\sccn1C
10,-1.1,-3,-1,-4,0.0,-7,3,12,97,O=C(Nc1cccs1)Nc1c(F)c(F)cc(F)c1F
5,-2.9,-3,-1,-1,0.1,-3,-1,2,98,CCCCOCCCNC(=O)N[C@H](C(=O)OC)C(C)CC (some centres not stated)
5,2.2,1,-5,13,0.0,0,1,-5,89,Cc1cc(C)cc(OCC(=O)OCC(=O)c2ccc3c(c2)NC(=O)CO3)c1
-2,-1.6,1,4,-14,-0.1,-14,3,5,102,CCC(=O)N1c2ccc(S(=O)(=O)N3CCOCC3)cc2CC1C (configuration not stated)
13,0.2,-8,12,-7,0.1,-2,2,-3,102,COCC(=O)N(C)C[C@@H]1Oc2cc(Br)ccc2S(=O)(=O)N([C@H](C)CO)C[C@H]1C
9,-0.2,-7,-11,nt,0.0,-4,0,-21,92,CCN(CC)c1c(C)nc2ccc(C(=O)Nc3cc(-c4ccccc4)ccc3OC)cn12
8,0.6,6,4,3,0.0,-4,0,4,106,CCOc1ccc(NC(=O)Nc2ccc3c(c2)nnn3C)cc1
8,-1.5,-5,11,4,-0.1,7,-1,1,88,COC(=O)CCCC1=CC2=C(c3ccccc3)C(=O)C(C)(OC(=O)C3CCCC3)C(=O)C2=CN1C1CC1 (configuration not stated)
11,0.1,1,-3,1,0.1,3,1,-13,98,O=C1NCCn2ccc(=O)cc21
1,-0.2,-7,-1,2,0.1,-3,-2,-2,83,COc1ccc(-n2nnnc2SCC(=O)Nc2ccccc2F)cc1

The final two records of the part before open the next one.
MC4R antagonist,MC4R ag barr,ABHD5 PLIN5 PPI,NOD2 RIPK2 PPI,TLR9-MyD88 block,aDG glyco up,Granule exo inh,N-glyco inh,Vif imaging,ABCB6 inh 2,canonical_smiles
11,0.1,1,-3,1,0.1,3,1,-13,98,O=C1NCCn2ccc(=O)cc21
1,-0.2,-7,-1,2,0.1,-3,-2,-2,83,COc1ccc(-n2nnnc2SCC(=O)Nc2ccccc2F)cc1
-4,-0.5,1,10,11,0.3,5,-12,-12,97,COc1ccccc1-c1c(C)nn2c(N)c(-c3ccccc3)cnc12
6,-3.5,18,-6,-5,-0.4,-4,0,-20,93,COc1ccc2nc(SC(C)C(=O)NC3CCCC3)[nH]c2c1 (configuration not stated)
6,-2.5,1,-8,-8,0.7,-3,1,-7,93,CC(=O)N1CCc2cc3nc(C)cc(C)c3cc21
0,-1.6,-5,-3,-1,0.0,-2,1,3,99,O=C(O)CCC1(C(=O)O)CCC(=O)c2ccccc21 (configuration not stated)
10,-1.2,4,-1,-6,0.2,0,-2,0,100,Nc1ncnc2nc(SCc3ccccc3)[nH]c12
8,1.6,-3,0,-9,-0.3,-6,-2,6,103,Cc1ccc(NC(=O)CN(c2ccccc2)S(=O)(=O)N(C)C)cc1C
2,-0.4,1,-8,-4,-0.2,1,2,-8,95,COc1ccc(Cl)cc1NC(=O)COC(=O)c1ccc(Br)o1
-1,-2.1,5,-11,-10,0.0,-2,2,0,101,O=C(c1cc(-c2cccnc2)nc2ccccc12)N1CCCc2ccccc21
7,-1.4,-6,10,-8,0.2,3,-1,-9,100,Cc1ccc(CNC(=O)C2CCCN(S(=O)(=O)N3CCC(C)CC3)C2)cc1 (configuration not stated)
12,-1.3,5,-1,0,0.1,0,3,5,97,O=C(O)Cc1ccc(NC(=O)Nc2ccc(Br)cc2)cc1
4,1.0,-6,-7,-4,-0.3,-5,-1,-2,95,COc1cccc(CNC(=O)c2cc(C3CC3)nc3c2cnn3C(C)C)c1
-1,-1.6,4,2,5,0.0,-5,0,-4,103,C[C@@H](CN1C2=NC[C@H](Cc3ccc(O)cc3)N2C[C@H]1Cc1ccc(O)cc1)NC(=O)CCC1CCCCC1
2,-0.3,3,0,-4,-0.1,-1,-1,7,100,Cc1ccccc1NC(=O)CSc1nc2ccccc2c(=O)n1CC1CCCO1 (configuration not stated)
2,-2.5,-1,-8,2,0.0,3,-3,4,95,CCOc1ccccc1-n1c(SCC(=O)Nc2nccs2)nnc1-c1ccoc1C
14,-2.0,-3,8,-13,-0.3,17,3,-3,100,O=C(c1ccccc1Cl)N1CCC(n2cccc2)CC1
-5,3.3,9,-1,4,0.1,-4,3,11,100,CN(C)CCSc1nnc2[nH]c3ccccc3c2n1
3,-1.5,5,2,6,-0.1,2,-1,5,95,CC(C)N1CCN(Cc2ccc(OCc3ccccc3)cc2)CC1CCO (configuration not stated)
19,0.7,-10,-3,10,0.0,0,3,nt,104,Cc1ccc([C@H]2N[C@]3(CCCN(Cc4ccco4)C3=O)[C@H]3C(=O)N(Cc4ccccc4)C(=O)[C@@H]23)cc1
1,-0.8,-5,7,2,0.0,1,2,1,95,Cc1ccc(CNC(=O)CSc2nc(=O)n3ccccc3n2)cc1
4,-3.1,-6,-3,-15,-0.2,-2,-4,-6,103,O=C(NC(=S)N(CCCCO)C1CCCCC1)c1sc2ccccc2c1Cl
8,1.4,25*,2,-2,1.3,61*,1,-5,99,CCC1CCCCN1CCCNC(=O)c1ccc2c(c1)N(Cc1ccc(F)cc1)C(=O)c1ccccc1S2=O (configuration not stated)
6,0.6,-10,-5,-12,-0.1,-7,2,-7,102,COc1ccccc1NC(=O)CSc1nnc(-c2ccccn2)o1
5,0.1,0,-4,-1,-0.1,6,-1,0,101,O=C1CN(C(=O)c2ccccc2F)C(c2ccc(F)cc2)c2cc(F)ccc2N1 (configuration not stated)
14,-0.8,2,-6,-11,-0.4,-10,2,6,103,Cc1c(NC(=O)COC(=O)Cn2cc(C(F)(F)F)ccc2=O)cccc1[N+](=O)[O-]
0,-0.6,2,-13,-2,-0.2,5,2,-1,93,COc1ccc(OC)c(NC(=O)c2ccc(NS(C)(=O)=O)cc2)c1
23,2.7,-5,-13,-18,0.0,4,-6,nt,104,C[C@@H]1CN([C@H](C)CO)C(=O)c2c(c3ccccc3n2C)-c2ccccc2CO[C@H]1CN(C)Cc1ccc(C(F)(F)F)cc1
0,-0.6,-5,8,4,-0.1,-3,-15,2,96,N=c1cc(C2(O)CCCCC2)n2c(nc3ccccc32)s1
-1,-1.0,5,4,-2,-0.2,-20,0,2,95,O=C(NC[C@@H]1CCCO1)c1cccc2c1C(=O)c1ccc(N3CCOCC3)cc1S2(=O)=O
21,1.2,0,-9,nt,0.0,-8,47*,3,106,O=S(=O)([N-]c1nc2ccccc2nc1-n1cc[n+](Cc2ccccc2)c1)c1ccc(Cl)cc1
11,-0.3,2,-5,-11,-0.2,-2,2,8,97,C=CCc1c(C)c(C#N)c2nc3ccccc3n2c1NCCN(C)C
2,-1.2,-1,-7,0,0.3,-3,2,-2,100,Nc1ncnc2nc(SCc3ccc(Cl)cc3Cl)[nH]c12
-1,0.0,7,-15,5,-0.3,5,0,-2,99,O=C(NC(=S)NCCN1CCOCC1)c1ccccc1
0,-1.2,-7,-10,-1,0.0,2,4,5,100,COc1ccc(Nc2cc(C)nc3nc(C)nn23)cc1Cl
-1,-0.4,4,3,1,-0.2,1,-1,-3,92,CCOC(=O)C1(CC2CCCCO2)CCN(S(=O)(=O)c2ccsc2)CC1 (configuration not stated)
-1,-3.0,-13,5,-5,-0.1,20,3,10,107,O=C(NNC(=S)NC(=O)c1ccccc1)c1ccc(O)cc1
2,2.3,14,-8,14,0.1,-4,-8,-4,77,CCCn1c(SCC(=O)Nc2ccccc2N2CCCCC2)nc2c1c(=O)n(C)c(=O)n2C
12,0.0,2,-1,-2,-0.1,-1,0,8,99,O=C(NNC(=O)c1cccs1)c1csc(N2CCOCC2)n1
13,1.2,-6,-4,1,0.4,0,1,2,99,COc1ccc(OC)c(NS(=O)(=O)c2ccc3c(c2)CCC(=O)N3)c1
13,0.3,2,-9,3,0.6,-1,-2,14,98,Cc1cc2nc(SCCN3CCCC3)[nH]c2cc1C
2,-2.6,-5,-5,2,0.3,2,-1,-4,96,O=C(Nc1cccc(S(=O)(=O)N2CCCCC2)c1)c1ccc2c(c1)OCO2
7,-1.8,1,2,-4,0.2,0,2,-7,99,Cc1ccc(NC(=O)CCCCCN2C(=O)[C@@H]3Cc4ccccc4CN3C2=O)cc1
18,1.1,-11,9,8,0.2,2,0,-13,99,C/C(=N\O)C(C)(C)Nc1cccc(Br)c1
8,-4.0,1,-7,-9,0.0,2,2,-11,93,CCOc1ccc(N2CC(C(=O)Nc3ccc(S(=O)(=O)N4CCCCC4)cc3)CC2=O)cc1 (configuration not stated)

A portion taken from the entries so far, as a working copy:
MC4R antagonist,MC4R ag barr,ABHD5 PLIN5 PPI,NOD2 RIPK2 PPI,TLR9-MyD88 block,aDG glyco up,Granule exo inh,N-glyco inh,Vif imaging,ABCB6 inh 2,canonical_smiles
8,1.4,25*,2,-2,1.3,61*,1,-5,99,CCC1CCCCN1CCCNC(=O)c1ccc2c(c1)N(Cc1ccc(F)cc1)C(=O)c1ccccc1S2=O (configuration not stated)
6,0.6,-10,-5,-12,-0.1,-7,2,-7,102,COc1ccccc1NC(=O)CSc1nnc(-c2ccccn2)o1
